PglD inh: inhibitors of Campylobacter jejuni PglD acetyltransferase; AID 602405; inhibition, % at 12.5 µM; hit rate 0.098% among 360,000; purified PglD enzyme, DTNB colorimetric CoA detection; in the data active means inhibition above about 16%, passing the limit was not always enough; further: strong numbers were not always called active
PGC1a acetyl inh: PGC1a acetylation modulation, inhibitor mode; hit rate 0.17% among 350,000; U2OS PGC1a acetylation, AlphaScreen anti-acetyl-lysine; with virally co-expressed GCN5 acetyltransferase; inhibition, % at 15.6 µM;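 active means every replicate shows inhibition of at least 40%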;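 further: 0% = neutral control wells and 100% = positive control wells; some results beyond the cut were filed as inactive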
LGR2 inh: Drosophila LGR2 receptor signaling inhibition; hit rate 0.35% among 380,000; inhibition, % at 9.99 µM; AID 720647; HEK293 LGR2, CRE-luciferase, bursicon-stimulated, 4 h;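 active means drop in luminescence signal, shown as inhibition above about 50% in the replicate tests, limit read from the data, passing the limit was not always enough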;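 further: agonist challenge used bursicon conditioned medium at about half maximal strength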
Starred values were filed as active, the others as inactive. The list is partial (hit frequency here may not be typical).

What do the screens show for `Cc1ccc(S(=O)(=O)N2CCOCC2)cc1NC(=O)COC(=O)CNC(=O)c1ccccc1`?
PglD inh: 3; PGC1a acetyl inh: -1; LGR2 inh: 3

Results for Cc1ccc2cc3c(nc2c1)N(Cc1ccco1)CC3 ?
PglD inh: -6; PGC1a acetyl inh: 6; LGR2 inh: -27

Results for O=C(COc1ccc(Br)cc1)N(Cc1ccccc1)c1ccccn1 ?
PglD inh: 4; PGC1a acetyl inh: 7; LGR2 inh: -3

What do the screens show for `CCSc1nnc(NC(=O)c2nc(-c3ccccc3)n(-c3ccccc3)n2)s1`?
PglD inh: 6; PGC1a acetyl inh: -2; LGR2 inh: 14

What do the screens show for `COc1ccc(CCN(Cc2cc3cc(C)cc(C)c3nc2Cl)C(=O)C2CC2)cc1`?
PglD inh: -2; PGC1a acetyl inh: -8; LGR2 inh: 1

What do the screens show for `O=C(CCS(=O)(=O)c1cc(Br)cc2c1N(C(=O)C1CC1)CC2)NCC1CCCO1` (configuration not stated)?
PglD inh: -1; PGC1a acetyl inh: -2; LGR2 inh: -1

How did Cc1onc(-c2ccccc2)c1C(=O)N1CCN(C(=O)c2ccco2)CC1 do in these assays?
PglD inh: 5; PGC1a acetyl inh: 1; LGR2 inh: -6

Results for O=C(COC(=O)c1ccc(F)cc1)Nc1ccccc1N1CCOCC1 ?
PglD inh: 1; PGC1a acetyl inh: 1; LGR2 inh: 8

What do the screens show for `O=C(Nc1ccc2nc(-c3ccc(Br)o3)[nH]c2c1)c1cccs1`?
PglD inh: 4; PGC1a acetyl inh: -9; LGR2 inh: -22

How did CC1=C(C)CC2C(=O)N(Cc3ccccc3)C(=O)C2C1 (configuration not stated) do in these assays?
PglD inh: 0; PGC1a acetyl inh: -6; LGR2 inh: 11

What do the screens show for `COc1ccc(NC(=O)CN(c2ccccc2)S(=O)(=O)N(C)C)cc1OC`?
PglD inh: 3; PGC1a acetyl inh: 5; LGR2 inh: -6

Results for COc1cc2c(cc1OC)C(=O)CC(C)S2 (configuration not stated) ?
PglD inh: 1; PGC1a acetyl inh: 4; LGR2 inh: -10

What do the screens show for `C=C(C)COc1ccc(-c2ncncc2Oc2ccc(OC)cc2)c(O)c1`?
PglD inh: 0; PGC1a acetyl inh: 2; LGR2 inh: 26

What do the screens show for `COc1ccc(/C=C/C(=O)Oc2ccc(/C=N/NC(=O)c3ccccc3)cc2)cc1OC`?
PglD inh: -13; PGC1a acetyl inh: -9; LGR2 inh: -25

Results for CCOC(=O)COc1cc(OCC(=O)OCC)c2c(=O)cc(-c3ccccc3)oc2c1 ?
PglD inh: 3; PGC1a acetyl inh: 1; LGR2 inh: -14

Part of the list above in order of molar mass, low to high:
How did CC1=C(C)CC2C(=O)N(Cc3ccccc3)C(=O)C2C1 (configuration not stated) do in these assays?
PglD inh: 0; PGC1a acetyl inh: -6; LGR2 inh: 11

Results for O=C(COC(=O)c1ccc(F)cc1)Nc1ccccc1N1CCOCC1 ?
PglD inh: 1; PGC1a acetyl inh: 1; LGR2 inh: 8

What do the screens show for `COc1ccc(CCN(Cc2cc3cc(C)cc(C)c3nc2Cl)C(=O)C2CC2)cc1`?
PglD inh: -2; PGC1a acetyl inh: -8; LGR2 inh: 1

Carrying on:
How did COc1ccc(C(=O)Nc2cccc(C(=O)N3CCN(C)CC3)c2)cc1 do in these assays?
PglD inh: 0; PGC1a acetyl inh: -2; LGR2 inh: 15

What do the screens show for `Nn1c(-c2cccs2)nc2sc3c(c2c1=O)CCCC3`?
PglD inh: -11; PGC1a acetyl inh: 2; LGR2 inh: -53

How did CC(O)CCc1nc2ccc(C(=O)O)cc2[nH]1 (configuration not stated) do in these assays?
PglD inh: 4; PGC1a acetyl inh: 14; LGR2 inh: 8

What do the screens show for `CC(C)c1ccc(NC(=S)NC2CCN(Cc3ccccc3)CC2)cc1`?
PglD inh: 2; PGC1a acetyl inh: -1; LGR2 inh: 3

What do the screens show for `CCN(CC)S(=O)(=O)c1ccccc1/C=N\O`?
PglD inh: -5; PGC1a acetyl inh: 1; LGR2 inh: -9

What do the screens show for `CC(NC(=O)COC(=O)CCc1ccccc1)c1ccccc1` (configuration not stated)?
PglD inh: 3; PGC1a acetyl inh: 6; LGR2 inh: 0

How did O=C(N/N=C\c1ccc(-c2ccccc2[N+](=O)[O-])o1)C1COc2cc3ccccc3cc2O1 (configuration not stated) do in these assays?
PglD inh: -1; PGC1a acetyl inh: -11; LGR2 inh: -4

What do the screens show for `CS(=O)(=O)N1CCc2cc(C(=O)OCC(=O)c3ccccc3)ccc21`?
PglD inh: 0; PGC1a acetyl inh: -4; LGR2 inh: -76

What do the screens show for `C/C(CC(=O)Nc1ccc(OCc2ccccc2)cc1)=N\NC(=O)C(=O)Nc1ccc(C)c(Cl)c1`?
PglD inh: -2; PGC1a acetyl inh: 10; LGR2 inh: -32

Results for CCCCC(=O)Nc1cc(C(=O)NCCc2ccccc2)ccc1Cl ?
PglD inh: 4; PGC1a acetyl inh: -6; LGR2 inh: -51

How did c1nnc(NC2=NCCC2)s1 do in these assays?
PglD inh: 2; PGC1a acetyl inh: 0; LGR2 inh: -14

How did COc1ccccc1NC(=O)Cn1cnc2sc(C(=O)NCc3ccco3)c(C)c2c1=O do in these assays?
PglD inh: -5; PGC1a acetyl inh: -3; LGR2 inh: -28

Results for O=C(c1ccc(Cl)cc1)C1C2C(=O)N(c3ccccc3)C(=O)C2C2CCCN21 (configuration not stated) ?
PglD inh: 5; PGC1a acetyl inh: 0; LGR2 inh: -7

What do the screens show for `Cc1ccc(C(=O)NC(=S)Nc2ccccc2C(F)(F)F)cc1`?
PglD inh: 0; PGC1a acetyl inh: -4; LGR2 inh: -16

How did O=C(NC1CCCCC1)C(c1ccc(F)cc1)N(Cc1ccc2c(c1)OCO2)C(=O)c1cnsn1 (configuration not stated) do in these assays?
PglD inh: -4; PGC1a acetyl inh: 4; LGR2 inh: 4

Pulled by structure from the list above, 2 records:
How did COc1ccc(C(=O)Nc2cccc(C(=O)N3CCN(C)CC3)c2)cc1 do in these assays?
PglD inh: 0; PGC1a acetyl inh: -2; LGR2 inh: 15

How did CC(O)CCc1nc2ccc(C(=O)O)cc2[nH]1 (configuration not stated) do in these assays?
PglD inh: 4; PGC1a acetyl inh: 14; LGR2 inh: 8

Continued:
Results for COc1ccc(/C=C/C(=O)Nc2ccc3c(c2)OCCO3)cc1OC ?
PglD inh: 0; PGC1a acetyl inh: 3; LGR2 inh: 4

How did O=C(NC1CCCCCC1)C1CCCN(S(=O)(=O)c2cccs2)C1 (configuration not stated) do in these assays?
PglD inh: 3; PGC1a acetyl inh: -12; LGR2 inh: -5

What do the screens show for `CCN(CC)CCCN1C(=O)C(=O)/C(=C(/O)c2ccccc2)C1c1cc(OC)ccc1OC` (configuration not stated)?
PglD inh: 10; PGC1a acetyl inh: 16; LGR2 inh: -6

Results for COc1cccc(OCC(O)CN2CCOCC2)c1 (configuration not stated) ?
PglD inh: 1; PGC1a acetyl inh: 1; LGR2 inh: -13

How did Cn1c(=O)n(Cc2ccccc2F)c(=O)c2c1nc1n2CCCN1CCc1ccccc1 do in these assays?
PglD inh: -4; PGC1a acetyl inh: 0; LGR2 inh: 10

Results for O=C1N2CCCc3cccc(c32)C12Nc1ccccc1S2 (configuration not stated) ?
PglD inh: 1; PGC1a acetyl inh: -4; LGR2 inh: 7

Results for CCOC(=O)/C(C#N)=C/C1=C(N2CCCC2)CC(C)(C)OC1 ?
PglD inh: -14; PGC1a acetyl inh: -10; LGR2 inh: 4

How did CN(C)C(=O)C1OC(C)(C)OC1C(=O)N(C)C (configuration not stated) do in these assays?
PglD inh: 0; PGC1a acetyl inh: -10; LGR2 inh: -2

How did Cc1ccc(Nc2nc(N)nc(CSc3nccn3C)n2)c(C)c1 do in these assays?
PglD inh: 3; PGC1a acetyl inh: 9; LGR2 inh: -13

What do the screens show for `CCCCCC(C(=O)O)C(C)CC(=O)NC1CCCCC1` (configuration not stated)?
PglD inh: 0; PGC1a acetyl inh: 3; LGR2 inh: 2

How did Cc1nn(Cc2ccccc2Cl)c(C)c1NC(=O)Cn1nc([N+](=O)[O-])c(Cl)c1C do in these assays?
PglD inh: -2; PGC1a acetyl inh: 19; LGR2 inh: -4

What do the screens show for `CCCOc1ccc(OCCSc2nnc(N)s2)cc1`?
PglD inh: 0; PGC1a acetyl inh: 1; LGR2 inh: -57

What do the screens show for `COc1ccc(CCNC(=O)C2CCN(S(=O)(=O)c3cc(OC)ccc3OC)CC2)cc1`?
PglD inh: -4; PGC1a acetyl inh: -14; LGR2 inh: 4

What do the screens show for `Cc1ccccc1NC(=O)CN1C(=S)NC(C)(C)CC1C` (configuration not stated)?
PglD inh: 5; PGC1a acetyl inh: 0; LGR2 inh: 12

What do the screens show for `O=S(=O)(c1ccccc1)c1nc(-c2ccco2)oc1NCc1ccco1`?
PglD inh: -1; PGC1a acetyl inh: -3; LGR2 inh: 2

Results for COCc1cc(Sc2cccc(Cl)c2Cl)nc(-c2ccccc2)n1 ?
PglD inh: 0; PGC1a acetyl inh: -9; LGR2 inh: -7

Results for O=C(CCCC(=O)OCC(F)(F)C(F)F)Nc1ccc(NC(=O)CCCC(=O)OCC(F)(F)C(F)F)cc1 ?
PglD inh: -2; PGC1a acetyl inh: 5; LGR2 inh: 18

Results for Cn1c(Cc2ccccc2)nnc1SCc1ccc(C(=O)O)cc1 ?
PglD inh: 1; PGC1a acetyl inh: 1; LGR2 inh: -11

Results for Clc1ccc(SCc2nc3ccccc3[nH]2)cc1 ?
PglD inh: 2; PGC1a acetyl inh: -8; LGR2 inh: -49

What do the screens show for `CC(C)(C)c1ccc(S(=O)(=O)CCc2ccccn2)cc1`?
PglD inh: -7; PGC1a acetyl inh: -18; LGR2 inh: -46

What do the screens show for `N#C/C(C(=O)NCc1ccco1)=C1/SC(Cc2ccc(Cl)cc2)C(=O)N1c1ccccc1` (configuration not stated)?
PglD inh: 5; PGC1a acetyl inh: -6; LGR2 inh: 10

Results for Cc1ccc(S(=O)(=O)c2nc(N3CCOCC3)sc2Cl)cc1 ?
PglD inh: 3; PGC1a acetyl inh: -12; LGR2 inh: -8

How did COc1ccc(CCNS(=O)(=O)c2ccc(N3CCCC3=O)cc2)cc1 do in these assays?
PglD inh: -1; PGC1a acetyl inh: -3; LGR2 inh: -9

Results for NC(=O)c1ccc[n+](Cc2ccccc2)c1 ?
PglD inh: 3; PGC1a acetyl inh: -2; LGR2 inh: -1

Results for Cc1ccccc1OCC(=O)Nc1nc(C)c(C(=O)N(C)C)s1 ?
PglD inh: 1; PGC1a acetyl inh: 5; LGR2 inh: 2

How did COc1ccc(CCNC(=S)Nc2cc(C)ccc2C)cc1 do in these assays?
PglD inh: -5; PGC1a acetyl inh: 1; LGR2 inh: -10

Results for CCSC1=NC(C)(C)C=C(C)N1 ?
PglD inh: -5; PGC1a acetyl inh: 1; LGR2 inh: 16

How did CCN1CCN(C(=O)C2(NC(=O)Nc3cccc(F)c3)CCCCC2)CC1 do in these assays?
PglD inh: 3; PGC1a acetyl inh: -4; LGR2 inh: -6

Results for O=C(CNc1cccc(Cl)c1)c1ccc(Cl)cc1 ?
PglD inh: 3; PGC1a acetyl inh: -3; LGR2 inh: -35

What do the screens show for `Cc1ccc(C(C)(C)C)c(OCCN2CCCC2)c1`?
PglD inh: 0; PGC1a acetyl inh: -2; LGR2 inh: -26

Next part, overlapping the part above by three compounds.
How did CCN1CCN(C(=O)C2(NC(=O)Nc3cccc(F)c3)CCCCC2)CC1 do in these assays?
PglD inh: 3; PGC1a acetyl inh: -4; LGR2 inh: -6

Results for O=C(CNc1cccc(Cl)c1)c1ccc(Cl)cc1 ?
PglD inh: 3; PGC1a acetyl inh: -3; LGR2 inh: -35

What do the screens show for `Cc1ccc(C(C)(C)C)c(OCCN2CCCC2)c1`?
PglD inh: 0; PGC1a acetyl inh: -2; LGR2 inh: -26

Results for C=Cc1cccc(NC(=O)COc2ccccc2)c1 ?
PglD inh: -7; PGC1a acetyl inh: 3; LGR2 inh: -16

Results for CC(C)(C)NC(=O)c1ccncc1 ?
PglD inh: 3; PGC1a acetyl inh: 5; LGR2 inh: 0

What do the screens show for `CC1CCN(S(=O)(=O)c2ccc3c(c2)c(=O)c(C(=O)NCc2cccs2)cn3C)CC1`?
PglD inh: 4; PGC1a acetyl inh: -5; LGR2 inh: -10

How did COc1cccc(CN(CC(=O)NC2CCCC2)C(=O)CCC(=O)Nc2cc(C)on2)c1 do in these assays?
PglD inh: 0; PGC1a acetyl inh: -3; LGR2 inh: 1

Results for COCCNC(=O)Cn1cnc2ccc(S(=O)(=O)N3CCC(C)CC3)cc2c1=O ?
PglD inh: -2; PGC1a acetyl inh: -8; LGR2 inh: 7

Results for CCOc1cc(CNc2ccc3cn[nH]c3c2)ccc1OC ?
PglD inh: 1; PGC1a acetyl inh: -6; LGR2 inh: -3

Results for Cc1csc(SCC(=O)N2CCCC2)n1 ?
PglD inh: 0; PGC1a acetyl inh: 0; LGR2 inh: -3

Results for O=C1CCCCCC1C1(O)C(=O)Nc2ccccc21 (configuration not stated) ?
PglD inh: 4; PGC1a acetyl inh: -3; LGR2 inh: 2

What do the screens show for `BrC(=C\c1ccccc1)/C=N/N1CCN(c2ccccn2)CC1`?
PglD inh: -6; PGC1a acetyl inh: -3; LGR2 inh: 5

What do the screens show for `CCc1ccc2c(c1)c1nc(C)sc1n2CC`?
PglD inh: 1; PGC1a acetyl inh: 3; LGR2 inh: 2

How did CC(C)c1ccccc1-n1c(SCC(=O)N2CCN(c3ccccc3)CC2)nnc1-c1cccnc1 do in these assays?
PglD inh: 0; PGC1a acetyl inh: -2; LGR2 inh: 1

What do the screens show for `COCCn1c(SCc2ccccc2Cl)nc2c1c(=O)[nH]c(=O)n2C`?
PglD inh: 2; PGC1a acetyl inh: 14; LGR2 inh: 5

From PubChem
